Screening data from PubChem BioAssay.
Giardia kill: kills Giardia lamblia. Giardia lamblia trophozoite viability. activity change, % at 7.66 µM, hits read low. 0.15% of 340,000 active. AID 540267; in the data active = activity change below about -80%; inconclusive = between about -30% and that limit;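 note: parasites exposed to compound for two days anaerobically before the ATP read; % is set by controls: 0 for no effect and ±100 for the full control effect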
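Killing of trophozoites was scored by loss of ATP luminescence after a 48 hrs anaerobic exposure to compounds at 37 deg C, using 100 cells per well.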
B2AR arrestin: recruits beta-arrestin to the human beta2-adrenergic receptor. Potency, µM (titrated, usually from 46.1 µM), inactives show top-dose activation, most hits filed as activators. 0.02% of 330,000 active. P07550. beta-arrestin recruitment to beta2AR, cell-based reporter. AID 492947;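 note: potency is the fitted concentration of half-maximal effect; 0% = DMSO controls and full agonism = EC100 isoproterenol or metaproterenol; nearly all actives have a fitted effect of over 65% in size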
USP2a inh: USP2a (human) protease inhibition; O75604; USP2 core, Ub-CHOP2 coupled fluorogenic reporter, 485/531; Potency, µM (highest dose often 38.3 µM), without a hit: at the highest dose activity change, negative = inhibition, usual class: inhibitors; 0.01% of 330,000 active;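 note: potency is the fitted concentration of half-maximal effect; plate controls were DMSO wells for no effect and full inhibition by NEM control for full effect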
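USP2 core (10nM final) preincubated 30min RT with compound in 20mM Tris-HCl pH 8.0, 2mM CaCl2, 2mM beta-mercaptoethanol, 0.05% CHAPS; 25nM Ub-CHOP2 plus 25nM reporter substrate added, fluorescence (Ex485/Em531) read after 60min.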
Menin MLL FP TR: menin-MLL binding inhibition, Texas Red mutant peptide; O00255; Menin + Texas Red MLL mutant peptide, fluorescence polarization; Potency, µM (titrated, usually from 61.6 µM), without a hit: at the top dose FP activity change, negative = inhibition, actives largely listed as inhibitors; 0.23% of 270,000 active; AID 1768; active = well fitted inhibition curve with a large enough effect in the polarisation, with a control signal flat, not every such curve was filed as active; inconclusive = small, poorly fitted or top-dose-only effect, or effect the other way, or a change in a side signal; inactive = no such curve, though single readings can be large or run the other way; the % refers to the polarisation; note: potency is the fitted concentration of half-maximal effect; % of control where 0% means no effect; many of its hits are not listed in these tables
Target sequence (O00255 whole entry, looked up): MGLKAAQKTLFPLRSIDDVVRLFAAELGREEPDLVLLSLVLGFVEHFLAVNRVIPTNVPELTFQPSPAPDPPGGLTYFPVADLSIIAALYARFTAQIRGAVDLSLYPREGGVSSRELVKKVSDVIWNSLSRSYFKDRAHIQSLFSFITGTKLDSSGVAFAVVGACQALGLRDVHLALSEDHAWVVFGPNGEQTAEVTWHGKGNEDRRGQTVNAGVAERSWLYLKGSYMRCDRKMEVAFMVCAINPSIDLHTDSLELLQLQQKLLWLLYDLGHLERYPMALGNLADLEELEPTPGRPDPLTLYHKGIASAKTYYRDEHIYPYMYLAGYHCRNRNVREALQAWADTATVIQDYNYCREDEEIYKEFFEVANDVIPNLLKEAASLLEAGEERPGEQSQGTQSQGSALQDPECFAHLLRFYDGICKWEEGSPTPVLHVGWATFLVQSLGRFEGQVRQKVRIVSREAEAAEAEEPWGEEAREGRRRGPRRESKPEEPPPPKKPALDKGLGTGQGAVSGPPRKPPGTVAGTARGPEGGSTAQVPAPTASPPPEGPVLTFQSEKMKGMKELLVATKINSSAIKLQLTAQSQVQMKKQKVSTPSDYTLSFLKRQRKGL
GALK inhibitor: blocks human galactokinase activity | Potency, µM (highest dose often 57.5 µM), inactives show at the top dose activity change, negative = inhibition, most hits filed as inhibitors | AID 1868 | P51570 | 0.007% of 270,000 active | Purified GALK, Kinase-Glo residual ATP luminescence; note: potency is the fitted concentration of half-maximal effect; % is set by controls: 0 for no effect and ±100 for the full control effect
Target sequence (P51570 whole entry, looked up): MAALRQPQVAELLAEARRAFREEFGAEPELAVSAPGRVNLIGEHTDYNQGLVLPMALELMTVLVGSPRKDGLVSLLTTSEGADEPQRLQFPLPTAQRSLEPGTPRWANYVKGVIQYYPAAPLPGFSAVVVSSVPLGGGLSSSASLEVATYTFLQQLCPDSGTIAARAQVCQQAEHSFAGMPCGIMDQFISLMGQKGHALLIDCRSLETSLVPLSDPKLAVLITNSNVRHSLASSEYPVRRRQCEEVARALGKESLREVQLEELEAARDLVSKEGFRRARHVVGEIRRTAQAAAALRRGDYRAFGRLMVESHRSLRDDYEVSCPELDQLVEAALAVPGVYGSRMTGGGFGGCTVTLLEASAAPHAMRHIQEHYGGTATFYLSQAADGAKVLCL
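5 nM enzyme, 35 uM ATP, 100 uM galactose, 20 mM HEPES pH8.0, 5 mM MgCl2; 1 h RT; residual ATP by Kinase-Glo Plus luminescence, qHTS format.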
KCNH2 WT inh: blocks the wildtype human KCNH2 potassium channel; 0.37% of 340,000 active; Q12809; U2OS, BacMam KCNH2, thallium flux FluxOr; hits give low values; activity change, % at 1.84 µM;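 active = maximum activity change below -70%; inconclusive = maximum activity change between -70% and -50%; inactive = maximum activity change above -50%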; note: % is set by controls: 0 for no effect and ±100 for the full control effect
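U2OS cells transduced with wild-type KCNH2 virus are loaded with FluxOr dye for 45 min, and thallium flux is measured in kinetic reads before and after stimulation buffer. Rate constants are normalized to DMSO controls.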
KCNH2 3.1 inh: KCNH2 3.1 (human) potassium channel inhibition; activity change, % (tested at about 1.8 µM); 0.95% of 340,000 active; AID 720553; U2OS KCNH2 3.1, thallium flux FluxOr; hits give low values;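 active = maximum activity change below -70%; inconclusive = maximum activity change from -70% to -50%; inactive = maximum activity change above -50%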;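 note: thallium influx rate constant from kinetic fluorescence after stimulation buffer; % is set by controls: 0 for no effect and ±100 for the full control effect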
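Measured as rate of thallium-driven FluxOr signal in transduced U2OS cells carrying the 3.1 channel, read kinetically for 2 min upon stimulation; values are rate constants scaled to DMSO control wells.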
FBPA coupling cs: coupling enzyme interference in Giardia aldolase counter-screen; coupling enzyme system counterscreen, AmpLite Red fluorescence; activity change, negative = inhibition, % at 58.2 µM, hits read low; 0.67% of 290,000 active; AID 2472; in the data active = activity change below about -30%; note: % is set by controls: 0 for no effect and ±100 for the full control effect
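Final compound at 57.5 uM, incubated 10 min at RT with coupling enzyme reagent (glyceraldehyde-3-phosphate), then 20 min with substrate and AmpLite Red detection. Fluorescence read at 525/598 nm; tests interference with the coupling assay, not aldolase inhibition.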
PKM2 activator: increases activity of human pyruvate kinase M2 | Potency, µM (highest dose often 57.5 µM), without a hit: at the highest dose activation, most hits filed as activators | P14618 | 0.34% of 260,000 active | purified PKM2, Kinase-Glo ATP luminescence, activation; response scale: 0% is enzyme alone, no compound; note: potency is the fitted concentration of half-maximal effect; % is set by controls: 0 for no effect and ±100 for the full control effect; nearly all actives have a fitted effect of over 55% in size
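Purified hPK-M2 (>95%) run at intermediate activity with 0.1 mM ADP and 0.5 mM PEP in 50 mM imidazole pH 7.2, KCl, MgCl2; 1 h room temperature. ATP formed read by Kinase-Glo luminescence; normalized to uninhibited and no-enzyme controls.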
MLL CXXC-DNA inh: blocks binding of human MLL CXXC domain to DNA; Potency, µM (top dose mostly 115 µM), for the others: at the highest dose activity change, negative = inhibition, actives largely listed as inhibitors; MLL-CXXC / FITC-HOXA9 DNA fluorescence polarization; 0.037% of 290,000 active; AID 2662; Q03164; active = well fitted inhibition curve with a large enough effect in the polarisation, with a control signal flat, not every such curve was filed as active; inconclusive = small, poorly fitted or top-dose-only effect, or effect the other way, or a change in a side signal; inactive = no such curve, though single readings can be large or run the other way; the % refers to the polarisation; note: potency is the fitted concentration of half-maximal effect
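Fluorescence polarization: 7 uM MLL-CXXC (stock) preincubated 5 min with compounds, then 50 nM fluorescein-HOX-A9 DNA (stock) added; 30 min ambient. Buffer 50 mM Tris-HCl pH 7.5, 50 mM NaCl, 1 mM DTT, 0.05% BSA.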
TRPV1 ag: human TRPV1 agonism; Q8NER1; TRPV1-expressing cells, Fluo-8 calcium influx, agonist mode; activation, % at 8.33 µM; 0.19% of 320,000 active; in the data active = activation above about 80%; inconclusive = between about 30% and that limit; note: 0% is about no effect
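TRPV1-expressing cells were cultured overnight at 35.5C and loaded with Fluo-8 calcium dye for 40 to 90 min at room temperature. After a 10 s baseline, compound was added and calcium influx was read kinetically for 3 min (ex 480/em 520 nm).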
* = called active by the depositor; ? = inconclusive; · = not tested or not shown; [ ] = remark or other dose. Unless noted, calls come from the whole dose curve; as a rule, active = well fitted curve in the direction sought with a large enough effect; inconclusive = small, poorly fitted or top-dose-only effect, or another doubt; inactive = no such curve, though single readings can be large; an effect the other way counts as inactive or inconclusive. An excerpt; count on the stated rates, not on these rows.

Order of results: Giardia kill	B2AR arrestin	USP2a inh	Menin MLL FP TR	GALK inhibitor	KCNH2 WT inh	KCNH2 3.1 inh	FBPA coupling cs	PKM2 activator	MLL CXXC-DNA inh	TRPV1 ag
CC(=O)Nc1ccc(S(=O)(=O)N2CCCCC2c2cccnc2)cc1 (stereo unspecified)
→ -7	-0.2%	-2%	-9%	1%	-2	0	3	-6%	-1%	1
CCOc1cc(C(=O)N(C)CC(=O)Nc2cccc(F)c2)ccc1OCC(=O)N1CCCCC1
→ 1	-0.1%	3%	·	·	1	17	·	·	·	-3
CCOc1ccccc1NC(=O)Cn1c(-c2ccc(Cl)cc2)noc1=O
→ -9	0.0%	0%	·	1%	8	-12	-3	6%	8%	?
COc1ccc(C)cc1NC(=O)c1nn(-c2ccccc2)cc1OC
→ 2	0.4%	-7%	77%[activator]	-2%	0	9	-3	-1%	-9%	?
C/C(=N\O)C(=O)NCCCNCCCN(C)C
→ 8	·	·	2%	-1%	-7	8	5	-1%	-15%	-4
CC1CCN(C(=O)CN(Cc2ccc(F)cc2)S(C)(=O)=O)CC1
→ -5	-1.7%	-1%	-14%	7%	2	17	1	-4%	-6%	3
Cc1nnc(NCCN2CCOCC2)[nH]c1=O
→ -18	0.3%	4%	11%	1%	0	5	0	2%	4%	-2
COc1ccc(/C=C(/C#N)C(=O)Nc2cccc(C)c2C)cc1C(=O)O
→ 38[activator]	-0.1%	0%	21%	-1%	2	6	4	-2%	-28%	19
CCc1cccc(NS(=O)(=O)c2ccc(-n3cccn3)cc2)c1
→ 7	-0.3%	3%	?	-1%	-8	-2	-1	?	11%	7
COc1cc(S(=O)(=O)n2ccc(C)n2)ccc1Cl
→ -8	-0.9%	3%	-2%	-2%	-2	-4	-5	?	-14%	3
CCCNC(=O)Cn1c(=O)oc2cc(S(=O)(=O)N3CC(C)CC(C)C3)ccc21 (stereo unspecified)
→ 29	0.2%	3%	·	0%	-36	-16	·	·	4%	2
Cc1cc2n(n1)C(c1ccsc1)Nc1ccccc1-2 (stereo unspecified)
→ -15	-0.2%	5%	?	0%	3	-1	-1	1%	8%	2
Cn1ncc(Cl)c1C(=O)NC1C2CC3CC(C2)CC1C3 (stereo unspecified)
→ 14	-0.8%	1%	-21%	8%	2	-15	1	-1%	0%	6
COc1ccc(-c2[nH]ncc2/C=N\NC(=O)c2ccc(C(C)(C)C)cc2)cc1OC
→ 0	-0.7%	0%	11%	-2%	-4	0	0	0%	-1%	-7
c1cncc(CNc2ncn[nH]2)c1
→ -8	0.5%	11%	·	1%	0	7	0	7%	9%	3
CC(=O)Nc1ccc(NC(=O)c2oc3cc(C)c(C)cc3c2C)cc1
→ -21	0.3%	0%	17%	2%	4	13	1	1%	41%[activator]	?
CC(C)C(=O)Nc1ccc2c(c1)nc(CCN1CCN(c3ccccc3)CC1)n2C
→ -20	0.4%	2%	·	0%	8	1	3	-2%	-11%	1
Cc1cccc(C(=O)Nc2sc(C(=O)N3CCCC3)c(C)c2C#N)c1
→ -2	-1.1%	0%	·	-4%	0	9	0	3%	-3%	2
COc1ccccc1-c1c(C(F)(F)F)oc2cc(OC(=O)c3ccc([N+](=O)[O-])cc3)ccc2c1=O
→ 5	-1.0%	1%	2%	0%	9	11	-2	3%	8%	12
CCN(CC)C(=O)CSc1nc2ncccc2[nH]1
→ 5	0.2%	1%	4%	4%	5	21	1	-1%	-4%	0
CCCCCCc1ccc(N2C[C@H](Cc3ccccc3)[C@@H](CC(=O)Nc3ccccc3)C2=O)cc1
→ -21	-0.3%	1%	-1%	·	0	-2	-5	-2%	9%	5
Cc1c(NC(=O)c2cnn3cccnc23)c(=O)n(-c2ccccc2)n1C
→ -4	-0.1%	0%	4%	0%	3	3	0	-10%	-4%	-1
Cc1ccc(C)c(NC(=O)CN(C)C(=O)c2ccccc2Cc2ccccc2)c1
→ -10	-0.2%	0%	·	·	-5	16	·	·	·	-3
Cc1nc2ccccc2c(=O)n1NC(=O)COc1ccccc1
→ 6	0.2%	4%	-24%	0%	-19	0	3	6%	-2%	-1
CCOC(=O)C1CCCN(C(=O)Cc2c(C(=O)O)[nH]c3ccccc23)C1 (stereo unspecified)
→ -9	0.5%	3%	-1%	1%	-4	14	5	1%	2%	1
CCCCC(=O)Nc1nc(C)c(-c2csc(Nc3ccccc3OC)n2)s1
→ 5	-0.4%	-1%	?	2%	-5	-3	2	-1%	18%	1
COc1ccc(CCNS(=O)(=O)c2ccc(OC)cc2)cc1
→ 1	0.3%	3%	5%	0%	-10	11	0	2%	5%	3
O=C(O)C1C2C=CC(C2)C1C(=O)NC(c1ccccc1)c1ccccc1 (stereo unspecified)
→ 0	0.2%	-1%	·	1%	6	6	4	-3%	-5%	0
Cc1ccc(NC(=O)Nc2ccc3c(c2)N(C)C(=O)CS3)cc1C
→ -22	-0.4%	-3%	?	2%	-3	20	0	-12%	-1%	-3
CS(=O)(=O)N1CCCC(C(=O)NCc2ccc(F)cc2Cl)C1 (stereo unspecified)
→ 12	-0.8%	2%	5%	3%	-2	12	3	-3%	2%	5

Other entries
Order of results: Giardia kill	B2AR arrestin	USP2a inh	Menin MLL FP TR	GALK inhibitor	KCNH2 WT inh	KCNH2 3.1 inh	FBPA coupling cs	PKM2 activator	MLL CXXC-DNA inh	TRPV1 ag
C[C@@H]1CC=C[C@@H]2[C@H]1C(=O)N(Cc1ccccc1)[C@H]2c1cccc(C#Cc2ccccc2)c1
→ 2	-0.2%	-5%	-26%	·	-4	-8	2	·	·	·
Cc1ccccc1NC(=S)Nc1ccccc1
→ 12	-0.8%	3%	1%	-4%	-3	6	-1	-1%	-10%	0
Cc1ccc(S(=O)(=O)N2CCOCC2)cc1C(=O)N1CCN(Cc2ccccc2)CC1
→ 12	0.2%	7%	·	·	30	-11	·	·	·	12
CCC(c1nnc(SCC(=O)Nc2ccc(NC(C)=O)cc2)n1Cc1ccccc1)N(C)C (stereo unspecified)
→ 15	-1.0%	4%	·	3%	6	·	·	0%	4%	2
CC(CN1CCCC1)OC(=O)c1ccc(F)cc1 (stereo unspecified)
→ -21	0.3%	-1%	-10%	1%	14	11	1	0%[11.5 µM]	-5%	0
C=CCc1c(OC)ccc2c1c(S(=O)(=O)c1ccc(C)cc1)cn2COC
→ 2	-0.1%	-9%	-1%	0%	12	5	-8	·	4%	-3
O=C(CN1CCN(S(=O)(=O)c2ccc(Br)cc2)CC1)N/N=C/c1ccco1
→ 11	-0.6%	-2%	-6%	2%	-16	-6	0	-4%	13%	8
Cc1ccc(C(=O)Nc2nnc(NC(=S)Nc3ccccc3)s2)cc1
→ -5	0.2%	0%	?	9%	-20	-18	2	-7%	-12%	0
CCCCOc1ccc(/C=c2\sc3ncnn3c2=O)cc1
→ 8	-0.5%	-2%	-1%	0%	1	34	5	-2%	?	-2
COc1cc(Cl)c(S(=O)(=O)NCCCN2CCOCC2)cc1Cl
→ -13	-0.8%	-1%	-5%	0%	-2	2	1	4%	?	-3
O=C1CC(c2ccccc2)Sc2nc3ccccc3n21 (stereo unspecified)
→ 5	0.1%	1%	3%	11%	6	-2	1	·	6%	1
Cc1cccc(C(=O)NNC(=O)CSc2nnc(C3CC3)n2C)c1
→ 29	-0.6%	1%	·	1%	5	5	2	·	65%[activator]	-2
O=C(Oc1ccc(-c2cnc3ccccc3n2)cc1)c1ccc(Cl)c([N+](=O)[O-])c1
→ 0	0.0%	4%	5%	1%	-7	-7	1	-5%	-7%	6
CCOC(=O)c1c(C)[nH]c(C(=O)OCC(=O)N2c3ccccc3CC2C)c1C (stereo unspecified)
→ 16	0.3%	-3%	4%	-5%	-16	-26	-2	19%	1%	9
O=C1c2cccc([N+](=O)[O-])c2C(=O)N1C1CCCCC1
→ -11	-0.6%	1%	-10%	8%	2	13	-2	-3%[11.5 µM]	-6%	17
CCc1ccc(OCC(=O)N(Cc2ccccc2)C2CCS(=O)(=O)C2)cc1 (stereo unspecified)
→ -5	-0.5%	1%	-10%	9%	11	-4	5	2%	-2%	0
O=C(c1cc(Cl)ccc1[N+](=O)[O-])N1CCc2ccccc2C1
→ -14	-0.8%	2%	28%	1%	1	-2	3	0%	6%	3
Cc1c(C)c2ccc(OC(C)C(=O)N3CC[C@@]4(O)CCCC[C@H]4C3)c(C)c2oc1=O (stereo partly specified)
→ 7	-0.7%	-5%	?	·	-6	6	-3	2%	-1%	3
Cc1ccc(OCC(=O)N/N=C/c2ccc([N+](=O)[O-])o2)cc1
→ -101*	-0.6%	2%	3%	0%	-6	3	0	-2%	10%	-6
CCOC(=O)CNC(=O)CSc1nnc(-c2ccco2)n1N
→ 5	-0.9%	-1%	1%	2%	-4	4	-1	-13%	-12%	3
